Screening data from PubChem BioAssay.
MCF10A rerep: inducers of DNA re-replication in MCF 10A breast cells; AID 624296; actives 2.9% (n = 350,000); Potency, µM (titrated, usually from 46.1 µM), for the others: top-dose activity, positive = re-replication, most hits filed as activators; MCF 10A DNA re-replication, Hoechst nuclear intensity, 48 h; note: potency is the fitted concentration of half-maximal effect; % of control where 0% means no effect; nearly all actives have a fitted effect of over 50% in size
HT1080NT lethal: kills 2HG-producing HT-1080-NT fibrosarcoma cells. AID 686970. Potency, µM (highest dose often 46.1 µM), without a hit: at the top dose activity, negative = less viability, most hits filed as cytotoxic. HT-1080-NT fibrosarcoma viability, CellTiter-Glo ATP luminescence, 48 h. actives 1.6% (n = 360,000);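 note: NT is the 2HG producing partner of a matched IDH1 knockdown line; potency is the fitted concentration of half-maximal effect; 0% = DMSO-treated cells and -100% = media-only wells without cells; nearly all actives have a fitted effect of over 55% in size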
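Viability of the 2HG-overproducing fibrosarcoma line after 48 hours of compound exposure at 37 degrees C was determined by luminescence with CellTiter-Glo, and concentration-effect curves were then fitted and categorized.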
ATXN2 expr inh: reduces ATXN2 reporter expression in HEK-293 cells; HEK-293 ATXN2-luciferase reporter, luminescence, 24 h; Potency, µM (titrated, usually from 57 µM), for inactives: at the highest dose activity change, negative = inhibition, most hits filed as inhibitors; actives 0.72% (n = 360,000); note: potency is the fitted concentration of half-maximal effect; % is set by controls: 0 for no effect and ±100 for the full control effect; nearly all actives have a fitted effect of over 55% in size
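ATXN2-luciferase reporter cells (luciferase flanked by upstream and downstream ATXN2 gene portions) were treated 24 h at 37 °C with compounds at up to 57 uM. SteadyGlo luminescence gave expression; GF-AFC fluorescence gave viability.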
HT1080 IDH1KD tx: HT-1080 IDH1 knockdown cell toxicity (counter line). Potency, µM (series often up to 46.1 µM), for the others: at the highest dose activity, negative = toxicity, hits mostly cytotoxic. HT-1080 IDH1 knockdown viability, ATP luminescence, 48 h. actives 2% (n = 360,000);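 note: potency is the fitted concentration of half-maximal effect; 0% = DMSO wells and -100% = cell-free medium wells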
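After a 2 h attachment period, IDH1KD HT-1080 cells took pin-transferred compound for 48 h at 37 °C; ATP-based luminescence after 10 min room-temperature reagent incubation reported viability.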
SW480 rereplic: inducers of DNA re-replication in SW480 colon cancer cells. SW480 DNA re-replication, Hoechst DNA content imaging, 48 h. Potency, µM (doses to about 46.1 µM), for inactives: top-dose re-replication activation, hits mostly activators. AID 624297. actives 1.8% (n = 340,000); note: potency is the fitted concentration of half-maximal effect; % of control where 0% means no effect; nearly all actives have a fitted effect of over 55% in size
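Compounds, transferred as 23 nL by pin tool, were incubated with cells for 48 hr; DNA content per nucleus was then quantified by Hoechst staining and fluorescence plate imaging.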
WRN helicase inh: inhibitors of human WRN helicase; WRN helicase unwinding, fluorescent forked duplex, kinetic; Q14191; actives 0.46% (n = 360,000); Potency, µM (highest dose often 114 µM), without a hit: at the top dose activity change, negative = inhibition, hits mostly inhibitors; AID 651768; note: potency is the fitted concentration of half-maximal effect; % is set by controls: 0 for no effect and ±100 for the full control effect; nearly all actives have a fitted effect of over 55% in size
Target sequence (Q14191 whole entry, looked up): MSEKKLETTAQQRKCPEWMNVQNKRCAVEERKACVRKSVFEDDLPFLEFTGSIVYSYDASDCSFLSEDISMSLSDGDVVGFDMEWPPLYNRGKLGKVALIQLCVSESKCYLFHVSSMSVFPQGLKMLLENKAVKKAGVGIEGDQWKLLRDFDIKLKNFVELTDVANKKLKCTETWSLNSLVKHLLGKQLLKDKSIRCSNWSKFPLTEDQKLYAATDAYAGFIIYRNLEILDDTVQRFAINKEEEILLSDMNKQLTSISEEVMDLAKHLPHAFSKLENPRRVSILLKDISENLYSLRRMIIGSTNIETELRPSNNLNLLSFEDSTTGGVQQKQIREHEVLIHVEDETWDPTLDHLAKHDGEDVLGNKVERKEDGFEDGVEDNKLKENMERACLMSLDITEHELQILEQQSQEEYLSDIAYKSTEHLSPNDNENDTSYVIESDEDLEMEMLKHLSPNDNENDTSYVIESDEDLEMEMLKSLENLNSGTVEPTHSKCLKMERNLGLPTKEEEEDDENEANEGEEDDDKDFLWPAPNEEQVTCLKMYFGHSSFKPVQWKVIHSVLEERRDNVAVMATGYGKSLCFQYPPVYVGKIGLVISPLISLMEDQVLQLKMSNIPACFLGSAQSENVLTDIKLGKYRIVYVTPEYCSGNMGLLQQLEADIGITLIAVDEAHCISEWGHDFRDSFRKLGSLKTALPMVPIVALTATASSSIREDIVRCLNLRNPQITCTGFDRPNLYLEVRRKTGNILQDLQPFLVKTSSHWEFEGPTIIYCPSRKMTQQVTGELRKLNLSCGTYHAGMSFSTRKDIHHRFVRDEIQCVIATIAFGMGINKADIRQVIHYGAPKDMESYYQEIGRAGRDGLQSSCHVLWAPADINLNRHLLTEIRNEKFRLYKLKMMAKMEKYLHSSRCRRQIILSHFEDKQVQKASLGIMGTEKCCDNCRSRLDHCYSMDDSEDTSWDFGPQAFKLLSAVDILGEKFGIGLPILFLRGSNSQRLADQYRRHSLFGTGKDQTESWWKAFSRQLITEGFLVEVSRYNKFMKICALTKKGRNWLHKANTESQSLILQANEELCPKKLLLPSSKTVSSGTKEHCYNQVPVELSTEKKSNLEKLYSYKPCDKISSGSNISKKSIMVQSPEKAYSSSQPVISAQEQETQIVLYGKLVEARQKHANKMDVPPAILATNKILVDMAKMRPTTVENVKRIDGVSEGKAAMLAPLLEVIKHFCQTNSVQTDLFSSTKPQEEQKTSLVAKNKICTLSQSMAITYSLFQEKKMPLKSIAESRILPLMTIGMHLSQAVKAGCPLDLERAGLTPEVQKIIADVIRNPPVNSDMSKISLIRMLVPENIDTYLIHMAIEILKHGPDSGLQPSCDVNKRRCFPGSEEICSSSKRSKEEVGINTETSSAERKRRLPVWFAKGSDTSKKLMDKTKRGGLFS
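Primary qHTS, 1536-well format. 20 nM WRN + compound, 15 min RT; start with 100 nM forked fluorophore/quencher duplex, 2 mM ATP (final); kinetic read ex 525/em 598 nm.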
KB-3-1 cytotox: KB-3-1 parental cell cytotoxicity | AID 1347075 | KB-3-1 viability, CellTiter-Glo ATP luminescence, 72 h | actives 1.4% (n = 400,000) | Potency, µM (series often up to 46.1 µM), inactives show top-dose activity change, negative = cytotoxic, usual class: cytotoxic; note: potency is the fitted concentration of half-maximal effect; % is set by controls: 0 for no effect and ±100 for the full control effect; nearly all actives have a fitted effect of over 60% in size
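Screening of KB-3-1 cells (DMEM, 10% FBS, phenol-red free) ran from lowest to highest compound concentration; after 72 h at 37 °C viability was read luminescently and curves fitted.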
IL-1B inflam inh: blocks inflammasome-driven IL-1 beta release; THP-1 LPS/ATP IL-1B secretion, AlphaLISA, 16 h; active compounds read low; activity change, % at 57.5 µM; actives 4.7% (n = 360,000); in the data active = activity change below about -50%; inconclusive = mostly about -30% to -49%; note: % is set by controls: 0 for no effect and ±100 for the full control effect
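Secreted IL-1B measured by AlphaLISA bead assay after 16 h compound exposure of THP-1 cells; compounds (final up to 57.5 uM) added 1 h before LPS (250 ng/mL) and ATP (1.25 mM) stimulation; lower signal means less secretion.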
KB-V1 MDR tox: KB-V1 MDR subline cytotoxicity; KB-V1 MDR cells viability, CellTiter-Glo, 72 h; Potency, µM (highest dose often 46.1 µM), for the others: at the top dose activity change, negative = cytotoxicity, hits mostly cytotoxic; actives 3.4% (n = 400,000); AID 1347076; note: potency is the fitted concentration of half-maximal effect; % is set by controls: 0 for no effect and ±100 for the full control effect; nearly all actives have a fitted effect of over 60% in size
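qHTS viability screen in drug-selected KB-V1 MDR cells: 72 h compound treatment at 37 degrees C, ATP luminescence end point.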
* = called active by the depositor; ? = inconclusive; · = no result given; & = joins results of further samples; [ ] = another dose, or the depositor's remark. Unless noted, calls come from the whole dose curve; as a rule, active = well fitted curve in the direction sought with a large enough effect; inconclusive = small, poorly fitted or top-dose-only effect, or another doubt; inactive = no such curve, though single readings can be large; an effect the other way counts as inactive or inconclusive.

Each structure is followed by: ATXN2 expr inh	HT1080 IDH1KD tx	MCF10A rerep	HT1080NT lethal	WRN helicase inh	IL-1B inflam inh	KB-V1 MDR tox	SW480 rereplic	KB-3-1 cytotox
1) CN(CC(=O)Nc1ccc(F)cc1)C(=O)CSc1ccc2c(c1)OCCO2
    7%	-1%	-1%	-1%[9.24 µM]	-3%	7	15%	-32%[inhibitor]	9%
2) COc1cc(C2CC(=O)Nc3n[nH]c(-c4ccccc4)c32)cc(OC)c1OC (centres undefined)
    2%	?	?	?	-5%	5	-2%	?	21µM*
3) O=C(CSc1nnc(-c2ccc(F)cc2)c2ccccc12)Nc1c(F)cccc1F
    ·	-27%	4%	-26%	4%	-5	-6%	14%	2%
4) Cc1ccc2cc(CCNC(=O)CCCc3ccccc3)c(=O)[nH]c2c1
    ·	-4%	-1%	-4%	3%	4	-13%	-1%	2%
5) O=C(NC1CCCCC1)N1CCN(c2nc(-c3ccccc3)cs2)CC1
    ?	?	?	-25%	-4%	-64*	12µM*	1%	-19%
6) CCc1nnc(NC(=O)C23CC4CC(CC(C4)C2)C3)s1
    49%[activator]	1%	-6%	-1%	-11%	30	-6%	4%	-1%
7) CC(C)c1nnc(NC(=O)CCC(=O)NCCc2ccccc2)s1
    1%	-6%	0%	-8%	3%	18	22%	-1%[9.22 µM]	6%
8) CCc1nc2c(OCc3ccc(Cl)cc3Cl)cccn2c1N(C)C(=O)C1CC1
    ?	-20%	·	?	-5%	-12	1%	·	0%
9) CC1(c2ccccc2)NC(=S)N2C1NC(=S)N2c1ccccc1 (centres undefined)
    -6%	-14%	3%	-9%	-10%	-8	-3%	5%	-5%
10) CC(C)CN(CC(C)C)C(=O)CCCC(=O)N(CC(C)C)CC(C)C
    -8%	-1%	3%	2%	3%	-25	?	1%	-3%
11) O=c1cc(CSc2ccc(Cl)cc2)[nH]c2[nH]n(-c3ccccc3)c(=O)c12
    9%	0%	1%	5%	-20%	1	-13%	-2%	-1%
12) Cc1cccc(Oc2ncccc2[N+](=O)[O-])c1C
    5%	-2%	9%	-8%	-11%	-1	13%	-2%	23%
13) O=C(N/N=C1\CCCCc2ccccc21)c1ccccn1
    40%[activator]	-7%	2%	11%	4%[57.1 µM]	9	?	-3%	-3%
14) O=C(NNc1ccccc1)OCc1ccccc1
    ·	3.3µM*	·	?	3%	-18	-8%	·	-28%
15) CCCCNC(=O)C1CCCN(S(=O)(=O)c2ccc(-n3cnnn3)cc2)C1 (centres undefined)
    -10%	3%	-4%	-2%	7%	-5	-5%	-2%	-4%
16) COc1cc(CNc2ncnc3c2ncn3[C@H]2CN(Cc3ccc(Cl)cc3)C[C@@H](CO)O2)cc(OC)c1OC
    -15%	-17%	·	-16%	1%	36	3%	·	0%
17) Cc1cc(NC(=O)c2noc3c2CCCC3)nn1Cc1ccc(Cl)cc1
    -11%	-10%	-6%	-15%	-3%	-6	18µM*	17%	?
18) CCOC(=O)C1CCCN(C(=O)c2ccc(F)c(C)c2)CC1 (centres undefined)
    -6%	3%	·	-1%	-4%	-3	-23%	·	0%
19) Cc1cccc(N2CCN(c3ccc(C(N)=O)cc3[N+](=O)[O-])CC2)c1C
    -6%	-10%	-22%	-8%	5%	-12	16%	-20%	-5%
20) CCCCN(CCCC)c1nn[nH]n1
    4%	10%	-19%	?	14%	-3	17%	-6%	-1%
21) CC(=O)CNc1ccc(S(=O)(=O)N/N=C/c2ccccc2)cc1
    4%	5%	2%	-3%	-4%	4	-17%	-7%	-9%
22) CC(C)C[C@@H](CSc1ccccc1)N1CCN(C)CCC1=O
    32%	3%	-14%	3%	-4%	10	?	-8%	1%&1%
23) O=C(COc1ccccc1)N[C@@H]1c2ccccc2CC[C@@H]1OCc1ccccc1
    -3%	-2%	?	-2%	5%	-12	8%	-7%	0%
24) Cc1ccc(CNC(=O)C2CCC(CNc3c(N4CCC(C)CC4)c(=O)c3=O)CC2)cc1 (centres undefined)
    -4%	-3%	-9%	1%	4%	2	-9%	0%	4%
25) CCc1nccn1CCC(=O)N1CCCC(Nc2ccc(C(C)C)cc2)C1 (centres undefined)
    -12%	-5%	?	-6%	-19%	-6	·	-5%	·
26) Clc1ccc(OCCn2cnc(Cl)c2Cl)cc1
    30%	2%	-21%	4%	-5%	18	4%	-5%	14%
27) COc1ccc(OC)c(NC(=O)NC2(C(F)(F)F)Oc3ccccc3O2)c1
    1%	-9%	5%	-14%	6%	28	-24%	0%	1%
28) CCN(Cc1ccc(OC)c(F)c1)C(=O)C1CCCO1 (centres undefined)
    5%	4%	-3%	5%	-1%	16	2%	-16%	4%
29) Cc1ccc(CCNC(=O)CN(C)S(=O)(=O)c2ccc3c(c2)n(C)c(=O)c(=O)n3C)cc1
    0%	-1%	-1%	4%	-1%	12	0%	9%	10%
30) COc1ccccc1N1CCN(C(=O)CCn2c(=O)[nH]c3ccccc3c2=O)CC1
    1%	4%	0%	-9%	12%	10	-4%	-8%	-9%
31) CN(C)c1ccc(C(=O)OCC(=O)c2cccs2)cc1
    29%	-1%	?	-1%	-14%	-10	20%	-2%	5%
32) COc1ccc(CCNC(=O)C2CC(c3ccccc3[N+](=O)[O-])=NO2)cc1 (centres undefined)
    61%[activator]	6%	?	0%	-9%	1	0%	-2%	-1%
33) CCn1c(-c2cc(Cl)ccc2OC)n[nH]c1=S
    2%	4%	-10%	1%	-3%	19	3%	-7%	18%
34) CC(NS(=O)(=O)c1ccccc1)C(=O)Nc1ccc(S(N)(=O)=O)cc1 (centres undefined)
    -6%	15%	-4%	4%	3%	-6	0%	-9%	12%
35) N#CC1=C(N)N(c2ccc(Cl)c(Cl)c2)C(=O)C1
    3%	10%	0%	-1%	0%	32	4%	-4%	-7%
36) O=C(COc1ccc(Br)cc1)NCCCNC(=O)c1cnccn1
    2%	?	-1%	18%	12%	13	-16%	-5%	13%
37) CCC(=O)Nc1ccc(C(=O)CSc2nc3ccccc3[nH]2)cc1
    -15%	-10%	-4%	0%	-3%[57.1 µM]	97	0%	3%	0%
38) CCOC(=O)C1(CCCc2ccccc2)CCN(CCCn2cccn2)CC1
    ·	0%	5%	-1%	11%	23	-19%	-5%	0%
39) COc1cccc(/C=C2\N=C3CCCCCN3C2=O)c1
    -2%	19%	11%	28%	-7%	5	-4%	-5%	6%
40) CN(C(=O)c1ccncc1)c1nnc(-c2ccncc2)s1
    7%	12%	6%	15%	-1%	-20	19%	-3%	13%
41) CCN(CC)c1ccc(NC(=O)CN2C(=O)CSc3ncccc32)c(C)c1
    -20%	-5%	18%	-9%	5%	11	?	-1%	?
42) CCN(C[C@H]1N[C@@](CC)(C(=O)OC)[C@H]2C(=O)N(C)C(=O)[C@@H]12)C(C)=O
    13%	9%	2%	14%	0%	8	25%	-1%	23%
43) Cc1nnc(SCC(=O)Nc2ncc(Cc3ccc(F)cc3)s2)n1N
    -10%	0%	1%	2%	-4%	0	?	0%	-7%
44) COc1cc2cc(CCCOC(=O)c3ccc(F)cc3)oc(=O)c2cc1OC
    9%	15%	?	13%	0%	20	20%	-2%	18%
45) CCCCCC(=O)N/N=C/c1cccs1
    1%	0%	-20%	18%	6%	3	28%	-5%	5%
46) CCOc1ccc(C(C(=O)NCC2CCCO2)N(Cc2cccnc2)C(=O)c2snc(C(N)=O)c2N)cc1 (centres undefined)
    -2%	20%	-3%	18%	-2%	-3	3%	-9%	?
47) Cn1c(Cl)cnc1C(O)c1ccccc1 (centres undefined)
    4%	-5%	13%	10%	-5%	3	0%	-1%	-8%
48) Cc1ccccc1Nc1ncnc2c1cnn2Cc1ccccc1
    ·	-5%	?	-6%	-7%	-12	-28%	77%	-2%
49) CCCCCC1CC(CC/C(C)=N/NC(N)=O)C(=O)O1 (centres undefined)
    -5%	27%	-4%	18%	-30%	8	11%	-4%	-2%
50) CC1C(c2ccccc2)C(C#N)(C#N)C2(C#N)C(=O)NC1(N)C2C (centres undefined)
    -7%	2%	1%	3%	3%	18	26%	-1%	2%
51) O=C(NCCSCc1ccco1)Nc1ccccc1
    36%	-2%	-2%	1%	-3%	10	11%	-8%	-17%
52) COC(=O)c1sc(S(=O)(=O)N2CCN(c3ccccc3)CC2)c(C(=O)OC)c1C
    -12%	0%	12%	-3%	-5%	-5	8.2µM*	-5%	3%
53) Nc1nc(SCc2ccccc2)c2ncn(C3CCCO3)c2n1 (centres undefined)
    11%	0%	9%	-12%	2%	-10	-8%	-7%	-16%
54) CC(=O)Nc1ccc(C(=O)N2CCCC2)cc1
    4%	15%	?	17%	0%	13	5%	3%	0%
55) COc1ccc(S(=O)(=O)N2CCN(S(=O)(=O)c3ccc4c(c3)OCCO4)CC2)cc1
    -15%	-3%	-5%	-2%	2%	-6	15%	6%	-4%
56) O=C(OCC(=O)N1CCC(Cc2ccccc2)CC1)c1ccccc1NCCO
    0%	-4%	-12%	-1%	-15%	-5	-9%	-12%	-1%
57) Cc1ccc2nc(N(CCN(C)C)C(=O)c3ccc4c(c3)OCCO4)sc2c1
    14%	-12%	2%	-24%	4%	-29	7%	3%	-1%
58) Cc1ccc(S(=O)(=O)N(C)C)cc1NC(=O)C(C)OC(=O)c1ccc2c(c1)OCCO2 (centres undefined)
    3%	16%	-8%	12%	-1%	2	13%	3%	8%

Some entries already given, showing only KB-3-1 cytotox, KB-V1 MDR tox and MCF10A rerep:
cpd	canonical_smiles	KB-3-1 cytotox	KB-V1 MDR tox	MCF10A rerep
50	CC1C(c2ccccc2)C(C#N)(C#N)C2(C#N)C(=O)NC1(N)C2C (centres undefined)	2%	26%	1%
51	O=C(NCCSCc1ccco1)Nc1ccccc1	-17%	11%	-2%
